Source: PubChem (several laboratories)
pCIP destab – p/CIP protein destabilization; F442A p/CIP-EGFP cells, EGFP fluorescence, 16 h; 290,000 compounds, 0.01% hits; decrease of EGFP signal, % at 10 µM; Q05BA5;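 active = EGFP signal decrease of at least 30% at 10 µM or well 3 SD below plate mean, unless failing retest; inactive = the rest, including hits failing retest or dose response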; note: some compounds called inactive have numbers as strong as hits; many of its hits are not listed in these tables
PHOSPHO1 inh – PHOSPHO1 (human) inhibition | recombinant PHOSPHO1, absorbance phosphatase assay | inhibition, % at 13.3 µM | 290,000 compounds, 1.1% hits; in the data active = inhibition above about 60%
Target sequence (Q8TCT1 whole entry, looked up): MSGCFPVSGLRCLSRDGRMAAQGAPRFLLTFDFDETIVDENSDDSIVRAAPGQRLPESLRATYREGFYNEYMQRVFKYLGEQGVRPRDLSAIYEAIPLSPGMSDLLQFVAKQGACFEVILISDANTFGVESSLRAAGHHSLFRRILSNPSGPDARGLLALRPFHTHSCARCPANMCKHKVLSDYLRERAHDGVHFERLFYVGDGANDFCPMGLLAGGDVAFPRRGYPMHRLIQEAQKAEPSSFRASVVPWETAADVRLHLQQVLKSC
GalR3 antagonist – human GalR3 antagonism; O60755; HEK293 GalR3-CNG cAMP membrane potential fluorescence; galR3 body fused to GalR1 C-terminus; inhibition, % at 3 µM; 360,000 compounds, 0.44% hits; AID 651719;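 active = inhibition above the screen-wide average plus 3 SD, cut at about 13% in these data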;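 note: forskolin and galanin both at EC90 stimulate the cells; cAMP rise reported by CNG channel membrane potential dye signal; 0% = forskolin plus galanin with DMSO and 100% = forskolin alone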
Target sequence (O60755 1-299 limits assumed): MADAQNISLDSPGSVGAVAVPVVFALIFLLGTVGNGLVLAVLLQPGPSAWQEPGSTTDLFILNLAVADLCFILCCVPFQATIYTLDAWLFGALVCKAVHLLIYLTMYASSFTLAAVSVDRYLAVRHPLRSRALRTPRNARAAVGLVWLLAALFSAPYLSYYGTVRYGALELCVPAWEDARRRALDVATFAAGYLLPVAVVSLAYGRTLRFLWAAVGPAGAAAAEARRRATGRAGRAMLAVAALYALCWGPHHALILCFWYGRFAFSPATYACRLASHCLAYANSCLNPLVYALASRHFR
CRFR2-BP antag – CRF-BP/CRF-R2 complex antagonism; 350,000 compounds, 0.59% hits; HEK293 CRF-R2/CRF-BP, CRF-induced calcium fluorescence; inhibition, % at 11.8 µM;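 active = inhibition of the ligand-induced calcium signal above about 50% at the single tested concentration, limit read from the data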
MEKK3 PB1 HTS – MEKK3-MEK5 PB1 interaction, increase or decrease. Q99759. bead-based flow cytometry, Alexa488-MEK5 binding to MEKK3; actives lie on both sides; 0 = blocked by unlabeled MEK5, 100 = vehicle. binding response (% of control), % at 10 µM. 290,000 compounds, 1.4% hits. AID 1529;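 active = binding response more than 3 SD above or below the average of its plate-row segment, actives on both sides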;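 note: Alexa488 bead fluorescence after subtracting the streptavidin-only scavenger bead signal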
IDE inh – inhibitors of human insulin-degrading enzyme in cells; HEK cells, FAbetaB cleavage, fluorescence polarization; 320,000 compounds, 0.41% hits; inhibition, % at 5.59 µM; P14735; AID 434962;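 active = percent inhibition above the average of all tested compounds plus 3 SD, set per screening campaign, cut at about 16% in these data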;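 note: IDE supplied by intact live HEK cells; FP after avidin binding of uncleaved biotin substrate so inhibition keeps polarization high; 0% = DMSO wells and 100% = 60 µM reference IDE inhibitor Ii1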
CHRM4 PAM – positive allosteric modulators of human muscarinic M4 receptor. activation, % at 3 µM. CHO-K1 hM4/Gqi5, Fluo-8 calcium fluorescence, ACh EC20; 0% = ACh EC20, 100% = maximal ACh. 360,000 compounds, 0.4% hits;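 active = activation above its plate's cutoff, the mean activation of sample wells plus 3 SD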; note: some results filed as inactive read as strong as hits
Target sequence (P08173 whole entry, looked up): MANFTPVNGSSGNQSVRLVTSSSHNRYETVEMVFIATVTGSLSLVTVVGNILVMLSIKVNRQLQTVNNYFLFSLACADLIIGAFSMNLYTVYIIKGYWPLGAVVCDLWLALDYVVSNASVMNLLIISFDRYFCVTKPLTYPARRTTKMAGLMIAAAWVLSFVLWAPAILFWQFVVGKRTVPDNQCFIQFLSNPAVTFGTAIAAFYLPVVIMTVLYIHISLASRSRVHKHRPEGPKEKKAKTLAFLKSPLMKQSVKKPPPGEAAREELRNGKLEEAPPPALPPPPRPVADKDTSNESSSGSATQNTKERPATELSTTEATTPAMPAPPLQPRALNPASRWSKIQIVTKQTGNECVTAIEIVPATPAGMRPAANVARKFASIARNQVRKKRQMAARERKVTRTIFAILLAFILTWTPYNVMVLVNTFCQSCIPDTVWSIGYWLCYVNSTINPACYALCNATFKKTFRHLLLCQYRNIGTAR
CRFBP-R2 agonist – CRF-BP/CRF-R2 complex agonism | HEK293 CRF-R2/CRF-BP, calcium dye fluorescence (FLIPR); percent of saturating CRF peptide response | 350,000 compounds, 0.46% hits | activation, % at 13.2 µM | AID 588473;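 active = activation of at least 50%, plus an integration ratio under a set limit after plate pattern correction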;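 note: plate controls were neutral control wells without compound for no effect and CRF at EC100 for full effect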
IDE act – IDE (human) activation, cell-based; P14735; HEK cells, FAbeta-B cleavage, fluorescence polarization; 0% vehicle, 100% cell-free pure enzyme wells; activation, % at 5.96 µM; 340,000 compounds, 0.073% hits;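 active = activation above the mean of all tested compounds plus 3 SD, set per screening campaign, cut at about 17% in these data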
An asterisk follows results filed as active; x = not tested or not shown.

canonical_smiles,pCIP destab,PHOSPHO1 inh,GalR3 antagonist,CRFR2-BP antag,MEKK3 PB1 HTS,IDE inh,CHRM4 PAM,CRFBP-R2 agonist,IDE act
COc1cc(C(=O)Nc2ccc(S(=O)(=O)Nc3nccc(C)n3)cc2)c([N+](=O)[O-])cc1OC,-9,-8,4,-4,104,-1,6,-0.5,-2
COc1ccc(CN2CCC(Oc3ccc(C(=O)N4CCCC4)cc3)CC2)c(F)c1,-14,25,-3,3,101,-1,-12,7.8,3
CCOC(=O)c1c(-c2ccccc2Cl)csc1NC(=O)CSc1nc(C)cc(=O)[nH]1,2,-10,-2,-27,108,-5,10,-1.6,2
Cc1cc(-n2cnnn2)cc(C)c1S(=O)(=O)N(C)c1ccccc1,1,6,-9,-7,101,8,-6,0.3,0
CC(C)(C)c1ccc(OCCNC(=S)NC(=O)c2cccnc2)cc1,4,-6,-2,-5,99,8,-2,-0.4,5
Cc1ccc(-c2nc3cnccn3c2Nc2ccc3c(c2)OCO3)o1,-17,10,x,-2,105,1,0,-3.4,6
Cc1ccc(NC(=O)CCNC(=O)c2ccc([N+](=O)[O-])cc2)cc1C,1,29,-5,11,100,x,0,-3.6,5
O=C(CSc1ncn[nH]1)Nc1ccc(S(=O)(=O)N2CCCC2)cc1,2,16,-2,-60,96,3,2,-1.3,2
O=C1OC(c2ccc(O)cc2)(c2ccccc2O)c2ccccc21 (stereo unspecified),x,x,-2,2,x,x,4,-1.4,3
CCCNS(=O)(=O)c1ccc(CCC(=O)Nc2ccc3c(c2)OCCO3)cc1,8,7,-4,-20,102,6,5,-5.4,2
Cc1cccc(CCN=C(N)NS(=O)(=O)c2ccccc2)c1,-10,44,3,-1,95,0,0,-0.6,7
CC(C)C(Sc1nc(-c2ccccc2)cc(-c2ccccc2)c1C#N)C(=O)O (stereo unspecified),-7,28,-4,68*,96,3,-6,0.1,3
CC(C)CNC(=O)CN(C)S(=O)(=O)c1ccc(F)cc1,-16,-3,0,-6,111,-9,1,2.3,9
Cc1ccc(S(=O)(=O)NN2C(=O)/C(=C/c3cccnc3)SC2=S)cc1,-6,20,-9,1,108,3,6,-0.9,-1
CCn1cc(C(=O)N[C@@H](CCSC)C(=O)NC(C)(C)CO)c(=O)c2cc3c(cc21)OCO3,1,29,-9,4,100,1,6,-2.8,0
O=C(COc1ccccc1)Nc1nnc(-c2ccco2)o1,-2,34,-2,-2,99,-4,9,0.7,9
CCCn1c(N)c(N(CCOC)C(=O)c2cc3ccccc3cc2OC)c(=O)[nH]c1=O,x,x,-4,-2,x,-1,4,-0.3,2
COc1ccccc1N1CCN(C2CCCN(S(=O)(=O)c3ccccc3)C2)CC1 (stereo unspecified),5,53,-4,-14,102,-2,-4,-0.3,1
CC(C)CCNC(=O)C1CC(=O)N(C2CCCC2)C1 (stereo unspecified),-3,12,-3,11,98,0,1,1.1,8
CC1CCN(C(=O)CCNC(=O)c2ccccc2)CC1,6,36,0,2,101,1,0,-0.2,4
CCN(CC)S(=O)(=O)c1ccc(C(=O)OCn2c(SC)nnc(C)c2=O)cc1,-11,1,-12,19,88,3,-1,0.3,-1
COc1ccc(F)cc1C(=O)C1CCCN(Cc2cnc(N3CCCC3)s2)C1 (stereo unspecified),-9,40,-7,-8,104,-4,-22,1.0,3
COc1ccccc1N1C(=O)CSC1=NC(=O)c1ccccc1,1,37,-1,-20,97,5,-2,-2.6,-8
Brc1cccc2sc(N3CCN(c4ccccc4)CC3)nc12,-6,7,2,-16,106,-4,-1,-1.6,0
COc1cccc(Oc2c(C)oc3c(CN4CCOCC4)c(O)ccc3c2=O)c1,x,x,7,-3,x,x,-8,-0.8,8
CCOC(=O)c1ccc(NC(=O)NCc2cccnc2)cc1,-5,34,0,-3,98,-4,-3,-0.3,1
CC(C)CCNC(=O)CCc1nnc(Cc2c[nH]c3ccccc23)o1,-14,15,6,-2,105,1,-2,0.7,1
COc1ccccc1-c1nc2n(n1)C(c1ccccc1Cl)C(C(N)=O)=C(C)N2 (stereo unspecified),-16,2,2,-8,105,3,-4,1.6,1
Cc1ccc2nc(C)cc(C(=O)OCC(=O)c3ccc(Cl)c([N+](=O)[O-])c3)c2c1,-6,-3,7,12,x,0,-7,1.4,4
CCc1ccc(N/C(SC)=C(/C#N)C(N)=O)cc1,-14,-77,x,-5,105,-2,3,-4.0,-2
Cc1ccc(S(=O)(=O)n2nc(OC(=O)c3c(F)cccc3Cl)cc2N)cc1,-2,37,-10,-5,104,-4,-6,1.6,-4
Cc1ccccc1OCc1nnc(SCc2nc3ccccc3c(=O)[nH]2)n1C,14,36,-3,19,91,2,-15,0.5,1
CC(C)Oc1ccc(S(=O)(=O)N2CCOCC2)cc1NC(=O)CN1C(=O)c2ccccc2C1=O,x,x,-3,3,x,x,-3,-0.6,2
CCOC(=O)N1CCC(NC(=O)c2cc3c(-c4ccccc4F)nn(C)c3s2)CC1,-5,-14,x,4,110,2,-2,-0.3,0
CCn1cnc2c(Nc3cc(F)cc(F)c3)nc(C#N)nc21,x,x,-4,-10,x,1,18,6.6,4
CCn1c(C)c(C2=CCN(S(=O)(=O)c3ccccc3)CC2)c2ccccc21,-4,3,-2,9,103,-1,-8,1.6,0
COCCNC(=S)N(CCc1c(C)[nH]c2ccc(C)cc12)Cc1cccnc1,-22,x,-12,48,102,1,-4,-0.1,3
Cc1c(NS(=O)(=O)c2ccc3c(c2)n(C)c(=O)n3C)c(=O)n(-c2ccccc2)n1C,-16,-25,-1,25,102,3,8,-2.3,2
CCOC(=O)c1c(C)n(OC)c2ccc3c(no[n+]3[O-])c12,-5,1,-3,6,102,3,-1,-1.2,2
CC(=O)COc1ccc2c(c1C)O/C(=C\c1ccco1)C2=O,-22,x,-10,4,100,0,10,-2.0,5
O=C(Nc1ccccc1)C1CC(=O)n2ncnc2N1 (stereo unspecified),-8,7,-6,9,104,0,9,-1.5,4
Cc1ccccc1CN(C)c1ccc(S(=O)(=O)N2CCN(C)CC2)cn1,x,x,4,11,x,0,9,-0.8,3
N#CCCN(Cc1cccnc1)C(=S)Nc1ccc(OC(F)F)cc1,-10,-14,-4,5,87,1,5,-0.3,1
Cc1cc(C)nc(NS(=O)(=O)c2ccc(N/C=C/C(=O)c3ccc(Cl)cc3)cc2)n1,-6,-3,6,7,97,8,0,1.2,2
CC1=C(C(N)=O)C(c2ccc(Cl)cc2)NC(=O)N1 (stereo unspecified),x,x,-3,8,99,0,-1,2.4,1
C[C@H](NC(=O)c1cc2cc(Cl)ccc2n1C)C(=O)N1CCC[C@H]1C(=O)O,3,34,4,8,103,8,0,0.0,7
CCOC(=O)C(Sc1cc(C)nc(N)n1)C(C)=O (stereo unspecified),-2,46,-5,3,103,5,11,-0.8,-5
COc1ccc(CCNC(=O)CSc2nnnn2-c2ccccc2OC)cc1OC,-8,-6,7,14,103,3,4,-0.6,8
Oc1c(Br)cc(Br)cc1C=Nc1cccnc1,-6,26,-7,2,97,-6,-8,7.5,3
Cc1ccc2c(c1C)OC(=O)CC2(C)C,-12,0,0,-7,107,3,5,1.0,0
CCOc1cccc2cc(C(=O)NCc3ccc(OC)cc3)c(=N)oc12,-13,33,-2,2,103,1,-2,-8.0,-1
COC(=O)[C@H](Cc1ccc(O)cc1)NC(=O)Cn1cnc2c(OCc3ccccc3)ncnc21,x,x,-8,-21,x,-2,9,5.9,3
O=S(=O)(c1ccc2c(c1)OCCO2)N1CCN(c2nc3ccccc3s2)CC1,-5,-11,-4,-3,108,2,6,5.6,7
CCOC(=O)CN1N=C(/C=C/c2ccc(C)cc2)CCC1=O,-3,-3,-1,13,99,1,4,-3.5,-9
Cc1csc2ncc(C(=O)N3CCCc4ccccc43)c(=O)n12,-10,26,x,21,116,0,-9,-0.4,-2
COc1ccc(S(=O)(=O)N2CCC(C(=O)NCC3CCCO3)CC2)cc1C (stereo unspecified),-3,20,-2,8,99,-1,6,0.4,-4
CC1CCC(NC(=O)CN2C(=O)NC(C)(C)C2=O)CC1 (stereo unspecified),x,x,-3,5,x,-1,2,0.3,5
Cc1ccc(C)c(OCCC(=O)N2CCN(S(=O)(=O)c3cc(C)ccc3C)CC2)c1,x,x,-6,7,x,-5,3,3.5,-1
COc1ccc(S(=O)(=O)N2CCN(C(=O)N3CCOCC3)C2C)cc1 (stereo unspecified),-7,12,2,-22,102,1,0,6.6,2
Cc1nn(C)c(C(=O)Nc2ccn(Cc3ccccc3F)n2)c1[N+](=O)[O-],-1,4,-5,1,103,3,-9,0.3,2

Following part:
canonical_smiles,pCIP destab,PHOSPHO1 inh,GalR3 antagonist,CRFR2-BP antag,MEKK3 PB1 HTS,IDE inh,CHRM4 PAM,CRFBP-R2 agonist,IDE act
CCOC(=O)c1[nH]cnc1C(=O)Nc1ccccn1,-14,11,-3,16,103,4,7,-1.8,-1
COc1ccc(-c2nn(-c3ccccc3)cc2/C=C/C(=O)O)cc1[N+](=O)[O-],3,24,-2,4,94,6,11,-1.5,8
COCC(=O)n1nc(-c2ccc(Cl)cc2)nc1NCc1ccc(F)cc1,2,2,1,-11,105,3,4,0.4,7
CC1(C)Oc2ccc(C(=O)NN)cc2NC1=O,6,16,-6,18,114,13,-2,-0.6,7
C[C@H](NC(=O)NCc1cccs1)C(=O)O,-5,34,-5,17,98,4,6,-0.9,1
COCc1c(C(=O)Nc2nnc(C3CC3)s2)oc2ccccc12,x,x,-4,-44,x,x,0,4.9,x
O=C(/C=C/c1cc(Br)ccc1F)OCC(=O)N1CCCC1,x,x,-6,11,x,1,-4,-1.1,6
COc1ccccc1OCC(=O)Nc1c2c(nn1-c1ccc(C)cc1)CS(=O)(=O)C2,x,x,0,11,x,-10,1,-0.8,2
Cc1cc(CN(C)C(=O)C2CCC(=O)N(CCc3cccc(F)c3)C2)on1 (stereo unspecified),-69,29,-2,-2,98,-5,-4,-1.1,7
CCCn1c(=S)[nH]c2ccccc2c1=O,-4,44,-5,-33,107,-2,11,1.5,3
O=C(O)Cn1cc(/C=N/Nc2ccc([N+](=O)[O-])cn2)c2ccccc21,-6,28,4,-2,104,x,-3,1.1,5
c1ccc(CCn2c(C3CC3)nc3ccccc32)cc1,-5,0,-4,4,107,0,7,-1.7,4
COc1cccc(CN(C)C(=O)/C=C/c2ccc(S(=O)(=O)N3CCCCCC3)cc2)c1,0,-15,-2,-10,98,10,-12,0.5,6
Cc1ccc(S(=O)(=O)N2CCN(S(=O)(=O)c3cccs3)CC2)cc1,-17,25,-5,12,104,-7,0,0.8,4
COc1ccccc1C1c2[nH]c3ccccc3c2CCN1Cc1ccc(NC(C)=O)s1 (stereo unspecified),14,-3,-1,-4,93,4,-28,1.2,-3
Cc1c(CCNC=O)cc(C)c2c3c(oc12)CCCC3,x,x,-5,8,x,x,6,-2.9,1
O=C(Nc1cccc2c1C(=O)NC2=O)c1ccc(S(=O)(=O)N2CCCC2)cc1,-7,-2,-5,10,101,7,1,6.6,6
Cc1c(Cl)cc(C(C)C)c(O)c1CN1CCOCC1,x,x,-2,-31,x,x,5,-1.7,2
COc1ccc(OC)c(/C=C/C(=O)N2CCCc3ccccc32)c1,10,4,1,26,109,10,-6,-5.6,3
